D2 agonist – D2 dopamine receptor (human) agonism | AID 485358 | HEK293 T-REx D2 cells, calcium flux agonist mode | activation, % at 2 µM | P14416 | hit rate 0.53% among 340,000;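 active means activation over 3 SD above normal in the single-dose calcium agonist read, cut at about 30% in these data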; further: 0% is about no effect
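Agonism scored from kinetic calcium signal (1 read/sec, 180 s) following compound pin transfer, after a 10 s baseline. Cells: HEK293 Trex line expressing inducible D2 receptor coupled to calcium, dye-loaded after overnight culture at 30 C.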
TrxR1 substrate – rat thioredoxin reductase 1 substrate activity | hit rate 0.01% among 390,000 | O89049 | Potency, µM (titrated, usually from 114 µM), for inactives: at the highest dose activity change, negative = substrate turnover | AID 588456 | purified TrxR1 substrate turnover, NADPH consumption readout; further: potency means the concentration at half of the fitted maximal effect; on the % scale 0 is the no-effect control and ±100 the full control effect; nearly all actives have a fitted effect of over 50% in size
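Rat TrxR1, dispensed at 90 nM, was prereduced with 400 uM NADPH (final) for 5 min at ~22 deg C, then incubated with compound 15 min before 400 uM selenite. A first-read NADPH fluorescence drop versus no-compound background flagged substrates.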
TRHR ag – activates the human TRH receptor. hit rate 0.18% among 360,000. TRHR cells, calcium flux fluo-8, FDSS agonist mode. activation, % at 2 µM. P34981; in the data active means activation above about 30%; further: 0% is about no effect
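Steps: seed TRHR cells overnight; add fluo-8 no-wash Ca dye, RT 30 min–1.5 h; record 10 s baseline; pin-transfer compounds; monitor fluorescence 1 cycle/s for the agonist window. Calcium increases flag candidate agonists.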
PI4K2A block – inhibitors of human PI4K2A; purified PI4K2A, ADP-Glo luminescence, 1 h; hits give low values; activity change, negative = inhibition, % at 76.9 µM; Q9BTU6; hit rate 0.13% among 420,000; in the data active means activity change below about -50%; inconclusive means mostly about -30% to -49%;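 further: -100% = wells without enzyme as full effect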
Target sequence (Q9BTU6 whole entry, looked up): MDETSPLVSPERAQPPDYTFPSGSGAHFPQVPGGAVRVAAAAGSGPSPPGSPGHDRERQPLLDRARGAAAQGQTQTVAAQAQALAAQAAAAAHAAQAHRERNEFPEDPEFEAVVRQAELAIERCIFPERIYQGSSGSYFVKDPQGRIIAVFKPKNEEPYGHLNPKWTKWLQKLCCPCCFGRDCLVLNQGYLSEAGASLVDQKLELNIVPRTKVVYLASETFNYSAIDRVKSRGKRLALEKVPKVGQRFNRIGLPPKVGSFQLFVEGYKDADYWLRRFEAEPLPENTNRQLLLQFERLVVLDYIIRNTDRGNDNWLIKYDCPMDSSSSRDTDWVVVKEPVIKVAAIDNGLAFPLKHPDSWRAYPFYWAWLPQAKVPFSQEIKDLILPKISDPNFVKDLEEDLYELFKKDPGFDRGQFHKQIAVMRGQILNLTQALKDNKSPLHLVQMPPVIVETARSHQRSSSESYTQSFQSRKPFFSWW
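In this quantitative HTS, ADP production by PI4K2A was quantified luminescently after 1 h at ambient temperature; 100 microM adenosine served as plate-quality control.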
USP1-UAF1 inh – inhibitors of human USP1/UAF1 deubiquitinase; Potency, µM (series often up to 57.1 µM), for the others: at the top dose activity change, negative = inhibition, usual class: inhibitors; hit rate 0.23% among 390,000; recombinant USP1/UAF1, Ub-Rhodamine cleavage fluorescence; further: potency means the concentration at half of the fitted maximal effect; on the % scale 0 is the no-effect control and ±100 the full control effect; nearly all actives have a fitted effect of over 60% in size; inactives centre near -12
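High-throughput fluorogenic screen: 1nM USP1/UAF1 complex, Ub-Rho substrate 150nM final, 50mM HEPES pH 7.8 with 0.5mM EDTA, 0.1 mg/ml BSA, 1mM TCEP and 0.01% Tween-20.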
TRHR enhancer – allosterically enhances the human TRH receptor | P34981 | enhancement, % at 2 µM | hit rate 0.66% among 360,000 | TRHR cells, fluo-8 calcium fluorescence, EC20 TRH enhancement; in the data active means enhancement above about 30%; further: 0% is about no effect
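Enhancer read-out: after compound pinning and an initial kinetic agonist-mode read, an EC20 of TRH (10 nM final) was injected and fluo-8 calcium signal (Ex 480/Em 530) followed at 1 s/cycle for 100 cycles in TRHR-expressing cells.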
mIDH1 inhibitor – human IDH1 R132H inhibition; O75874; IDH1-R132H enzyme, NADPH consumption, diaphorase/resazurin fluorescence; Potency, µM (doses to about 76.6 µM), without a hit: at the top dose activity change, negative = inhibition, actives largely listed as inhibitors; hit rate 0.093% among 390,000; AID 602179; further: potency means the concentration at half of the fitted maximal effect; on the % scale 0 is the no-effect control and ±100 the full control effect; nearly all actives have a fitted effect of over 65% in size
Target sequence (O75874 whole entry R132H, stated change not applied): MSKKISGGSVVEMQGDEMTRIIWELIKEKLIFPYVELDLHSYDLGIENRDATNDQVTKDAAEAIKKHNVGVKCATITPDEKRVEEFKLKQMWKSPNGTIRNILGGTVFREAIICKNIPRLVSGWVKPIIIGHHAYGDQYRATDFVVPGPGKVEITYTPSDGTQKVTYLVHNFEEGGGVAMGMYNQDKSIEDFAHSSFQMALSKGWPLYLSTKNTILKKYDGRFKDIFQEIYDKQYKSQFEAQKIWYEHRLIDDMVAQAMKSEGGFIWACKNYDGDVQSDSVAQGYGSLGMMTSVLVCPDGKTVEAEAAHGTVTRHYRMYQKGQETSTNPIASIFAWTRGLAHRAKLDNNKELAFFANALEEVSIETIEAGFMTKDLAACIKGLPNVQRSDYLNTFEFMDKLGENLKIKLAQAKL
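IDH1-R132H (0.5 ug/mL dispensed) in pH 7.5 Tris buffer was preincubated 30 min with compound, then given a substrate mix of 0.016 mM NADPH and 2 mM alpha-KG for 80 min at room temperature; remaining NADPH was read by diaphorase/resazurin fluorescence.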
D2 antag – D2 dopamine receptor (human) antagonism. hit rate 2% among 340,000. inhibition, % at 10 µM. HEK293 TREx D2 cells, calcium flux, dopamine EC80. P14416; in the data active means inhibition above about 30%; further: 0% is about no effect
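Compounds are added to dye-loaded, induced HEK293 T-REx cells coupled to calcium release via D2; after a 3 min kinetic read an EC80 dopamine stimulus is given and fluorescence is recorded for 3 more min.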
rTrxR1 inhibitor – blocks rat thioredoxin reductase 1; O89049; recombinant rTrxR1, NADPH fluorescence consumption, selenite substrate; Potency, µM (series often up to 114 µM), for the others: top-dose activity change, negative = inhibition, usual class: inhibitors; hit rate 1% among 390,000; further: potency means the concentration at half of the fitted maximal effect; on the % scale 0 is the no-effect control and ±100 the full control effect; nearly all actives have a fitted effect of over 65% in size
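Rat TrxR1 (90 nM in the dispensed reagent) was pre-reduced with 400 uM NADPH for 5 min at room temperature, then incubated with compound for 15 min. After 400 uM selenite was added, NADPH fluorescence (Ex 340/Em 450 nm) was followed for 8 min.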
The depositor's hits bear a star; ? = inconclusive; / = not tested or not shown; [ ] = dose if it differs, or a comment. Unless noted, the call rests on the fitted dose curve; in most records, active means well fitted inhibition curve with a large enough effect; inconclusive means small, poorly fitted or top-dose-only effect; inactive means no such curve, though single readings can be large or run the other way. Rows were taken by chance; overall some 3.9% were active at least once.

Each structure is followed by: D2 agonist	TrxR1 substrate	TRHR ag	PI4K2A block	USP1-UAF1 inh	TRHR enhancer	mIDH1 inhibitor	D2 antag	rTrxR1 inhibitor
- O=C(CSc1nnc(Cc2ccccc2)o1)c1ccc2c(c1)OCO2
  -0.1	-8%	0.1	-3	-20%	0	-4%	19	-6%
- CCC1CCCCN1CCCNC(=O)Cn1ncc2c(C)n(Cc3ccccc3Cl)c(C)c2c1=O (configuration not stated)
  -0.4	0%	-0.3	-2	?	0	-5%	2	22%
- Cc1ccc(-c2noc(CN(C(=O)c3ccc4c(c3)OCO4)C(C)C)n2)cc1
  -0.9	-5%	-1.3	3	-13%	10	5%	-4	10%
- COc1ccc(-c2noc(CCC(=O)N3CCN(c4cccc(C)c4)CC3)n2)cc1
  /	-3%	/	1	-16%	/	22%	/	10%
- Cc1cn2c(-c3cccnc3)nnc2s1
  0.3	5%	0.2	1	-15%	1	-3%	1	8%
- S=C(Nc1ccc(Br)cc1Cl)N1CCCC1
  1.0	1%	-2.7	-7	-17%	11	-5%	-3	1%
- CCOC(=O)C1CCN(C(=O)c2ccc3c(SCC(=O)O)c4c(nc3c2)CCCC4)CC1
  -1.6	-6%	-0.5	-3	-8%	15	8%	-16	-2%
- Cc1ccc(N=C2N=C(N)c3ccccc32)cc1C
  /	-6%	/	8	?	/	6%	/	-21%
- COC(=O)c1ccc(NC(=O)COC(=O)C2CC(=O)N(Cc3ccccc3)C2)cc1 (configuration not stated)
  0.0	-2%	-0.2	6	1%	-4	5%	4	15%
- COc1ccc(C(=O)c2ccc([N+](=O)[O-])cc2Cl)cc1
  0.1	-10%	-0.7	5	-4%	-3	-3%	1	?
- O=C(Cn1c(=O)oc2cc(S(=O)(=O)NCc3ccccc3)ccc21)Nc1ccc(F)c(Cl)c1
  -0.6	3%[57.1 µM]	0.2	2	?	-14	-33%	/	29%[57.1 µM]
- CCn1c2ccccc2c2cc(NC(=O)CCCN3C(=O)CCC3=O)ccc21
  1.1	-5%	-0.5	-8	1%	6	-2%	-17	-7%[57.1 µM]
- CCOc1ccc(C(=O)OCC(=O)NC2CCCCCCC2)cc1
  0.4	1%	0.1	-28	-17%	6	0%	-20	11%
- Cc1cccc(C(=O)OC(C)CN2C(C)CCCC2C)c1 (configuration not stated)
  -0.6	-2%	-1.8	-20	-17%	-3	-3%	10	6%
- N#CCCN(Cc1cccnc1)C(=S)Nc1ccccc1Cl
  0.1	9%	0.5	0	-11%	-5	-3%	3	-2%[57.1 µM]
- CCOc1ccc2cc(C3CC(c4ccco4)=NN3S(C)(=O)=O)c(=O)[nH]c2c1 (configuration not stated)
  0.5	-8%[57.1 µM]	-0.2	-16	-14%	-3	5%	-8	?
- Cn1c(=O)n(Cc2ccc(F)cc2)c(=O)c2c1nc1n2CCCN1Cc1ccccc1
  2.6	-12%	-1.2	1	-20%	0	0%	16	13%[57.1 µM]
- COc1cc(C(=O)NCCC2=CCCCC2)ccc1OC1CCN(C(C)=O)CC1
  0.4	-3%	0.3	2	-7%	28	-3%	7	7%
- Cc1c(C(=O)NCCO)sc2nc3n(c(=O)c12)CCC3
  /	9%[57.1 µM]	-0.1	-3	0%	-3	2%	/	12%[57.1 µM]
- COC(=O)C(C)n1cnc2c(nnn2-c2cccc(OC)c2)c1=O (configuration not stated)
  0.1	3%	0.6	-1	-5%	-1	-4%	-8	15%
- COC(=O)c1ccc2nc(C3CCCCC3)c3c(c2c1)CCC3
  /	6%[57.1 µM]	/	-1	-7%	/	8%	/	11%[57.1 µM]
- COC(=O)c1ccc(C(=O)N(C)C2CCCN(Cc3ccccc3F)C2)cc1 (configuration not stated)
  -1.6	-7%[11.4 µM]	-1.2	4	-10%	-1	7%	-6	13%
- O=c1n(Cc2ccc(Cl)cc2)c2sc3c(c2c2ncnn12)CCCC3
  1.0	6%[57.1 µM]	-0.5	4	-23%	-4	1%	20	11%[57.1 µM]
- Cn1cnc(C(=O)NC2CCN(C(=O)OC(C)(C)C)CC2)c1C(=O)NC1CCN(C(=O)OC(C)(C)C)CC1
  /	-3%	/	5	-29%	/	9%	/	9%
- O=C(CCn1c2c(c3ccccc31)CCCC2)NNC(=O)c1ccccc1C(=O)O
  /	-9%	0.4	0	-3%	5	0%	/	-6%
- Cc1ccc(S(=O)(=O)c2nc(-c3cccc(C)c3)oc2N2CCN(c3ccccc3)CC2)cc1
  3.0	4%	0.1	-2	1%	4	14%	/	15%
- COc1cccc(Cn2cc(C(=O)c3ccc(Cl)cc3)c(=O)c3ccccc32)c1
  0.1	3%	0.4	0	-24%	-7	-15%	/	29%
- COc1ccc(NC(=S)N/C(=N/CS(=O)(=O)c2ccccc2)c2ccccc2)cc1
  0.1	8%	0.6	0	-3%	-5	0%	6	?
- NC(=O)C1CCN(Cc2nnnn2Cc2ccco2)CC1
  0.1	4%	0.0	-7	0%	6	0%	-6	?
- COc1ccc(C=C(C#N)c2ccc(OC)cc2)cc1
  /	-8%	/	-2	-13%	/	12%	/	18%[57.1 µM]

Additional results.
canonical_smiles | D2 agonist | TrxR1 substrate | TRHR ag | PI4K2A block | USP1-UAF1 inh | TRHR enhancer | mIDH1 inhibitor | D2 antag | rTrxR1 inhibitor
O=C(CCNS(=O)(=O)c1ccc(Cl)cc1)OCC(=O)N1CCN(C(=O)c2ccco2)CC1 | -0.4 | 7% | -0.1 | -1 | -13% | -7 | 4% | 15 | 9%
COC(CN(C(=O)CCl)C(C(=O)NC1CCCCC1)c1ccc(C)cc1)OC (configuration not stated) | 0.6 | 3% | 0.1 | 4 | -18% | -3 | 2% | 4 | 40µM*
COC(=O)c1ccc(OC(=O)CCS(=O)(=O)c2ccc(C)cc2)cc1 | -0.1 | -5% | -0.3 | 15 | -27% | 4 | 1% | -10 | -24%
CCOc1ccc2ccccc2c1C1NC(=S)N(C)C(C)=C1C(=O)OC (configuration not stated) | -3.3 | 5%[57.1 µM] | -0.1 | 6 | -15% | 0 | 12% | 6 | 15%[57.1 µM]
CN(C)c1ccc(/C=N/NC(=O)c2ccc(NC(=O)c3ccccc3)cc2)cc1 | -0.7 | 6%[57.1 µM] | -0.9 | -3 | 6% | 1 | 1% | -1 | 13%[11.4 µM]
CC1CCN(CCCCOc2cccc(C(C)C)c2)CC1 | -0.3 | 4% | -0.5 | 2 | -13% | -9 | -4% | 58* | 33%
COc1ccc2c(CC(=O)Nc3ncc(C)s3)coc2c1 | -0.3 | -9% | 0.2 | 0 | -9% | 3 | -11% | -8 | -3%
COC(=O)C1SCCN1S(=O)(=O)c1ccc(Cl)cc1 (configuration not stated) | / | 2%[57.1 µM] | / | -1 | -11% | / | 0% | / | 6%

The listing continues:
canonical_smiles | D2 agonist | TrxR1 substrate | TRHR ag | PI4K2A block | USP1-UAF1 inh | TRHR enhancer | mIDH1 inhibitor | D2 antag | rTrxR1 inhibitor
CC(=O)Nc1ccc(NC(=O)CN(c2cccc(C(C)=O)c2)S(C)(=O)=O)cc1 | 0.1 | 1% | 0.2 | -2 | -10% | 1 | -6% | 1 | 12%
COC(=O)c1nnn(-c2nc(N(C)C)nc(N(C)C)n2)c1C | / | -4% | -1.0 | -1 | -11% | 57* | -15% | / | 18%
CCCCCn1c(CN2CCN(c3cc(Cl)ccc3C)CC2)nc2c1c(=O)[nH]c(=O)n2C | 0.8 | 4% | 1.5 | -3 | -24% | 7 | 0% | 19 | 8%
CCOc1cc(CNc2ccc3c(c2)OCCO3)cc(Br)c1OCC(N)=O | -0.1 | 3% | -0.8 | -1 | ? | -2 | 8% | -6 | -4%
Cc1ccccc1OCCCn1c(=O)sc2ccccc21 | 1.0 | 6% | 0.1 | 2 | -25% | 4 | 16% | -10 | 20%
CCOc1ccccc1NC(=O)COC(=O)c1ccc(S(=O)(=O)N2CCCC2)cc1 | 0.2 | -4% | 0.2 | 1 | -4% | -3 | -4% | 6 | -5%
COc1ccc(Cl)cc1S(=O)(=O)N1CCC(C(=O)NCc2ccccn2)CC1 | -0.2 | -5%[57.1 µM] | -0.5 | -1 | -8% | -5 | -9% | -3 | -3%[57.1 µM]
CCOC(=O)C1(C(F)(F)F)N=C(N(C)C)OC(N(C)C)=N1 | 0.2 | 5%[57.1 µM] | 0.4 | 0 | 3% | -5 | -2% | 6 | 4%[57.1 µM]
O=C(Cc1ccccc1[N+](=O)[O-])N/N=C/c1cccnc1 | 0.4 | ? | 0.5 | 4 | -23% | -3 | 0% | 1 | -16%
O=C(Cn1cc(C(F)(F)F)cc(Cl)c1=O)NC1CCS(=O)(=O)C1 (configuration not stated) | 0.4 | -3% | 0.4 | -3 | -9% | 12 | -9% | -3 | 13%

6 entries from above, ordered by SMILES length, smallest number first.
canonical_smiles | D2 agonist | TrxR1 substrate | TRHR ag | PI4K2A block | USP1-UAF1 inh | TRHR enhancer | mIDH1 inhibitor | D2 antag | rTrxR1 inhibitor
O=C(Cc1ccccc1[N+](=O)[O-])N/N=C/c1cccnc1 | 0.4 | ? | 0.5 | 4 | -23% | -3 | 0% | 1 | -16%
CCOc1cc(CNc2ccc3c(c2)OCCO3)cc(Br)c1OCC(N)=O | -0.1 | 3% | -0.8 | -1 | ? | -2 | 8% | -6 | -4%
O=C(Cn1cc(C(F)(F)F)cc(Cl)c1=O)NC1CCS(=O)(=O)C1 (configuration not stated) | 0.4 | -3% | 0.4 | -3 | -9% | 12 | -9% | -3 | 13%
COc1ccc(Cl)cc1S(=O)(=O)N1CCC(C(=O)NCc2ccccn2)CC1 | -0.2 | -5%[57.1 µM] | -0.5 | -1 | -8% | -5 | -9% | -3 | -3%[57.1 µM]
CCOc1ccccc1NC(=O)COC(=O)c1ccc(S(=O)(=O)N2CCCC2)cc1 | 0.2 | -4% | 0.2 | 1 | -4% | -3 | -4% | 6 | -5%
CC(=O)Nc1ccc(NC(=O)CN(c2cccc(C(C)=O)c2)S(C)(=O)=O)cc1 | 0.1 | 1% | 0.2 | -2 | -10% | 1 | -6% | 1 | 12%
